PP5 inh – PP5 phosphatase inhibitors, primary screen, biochemical, fluorescence; purified PP5c, OMFP substrate fluorescence; inhibition, % at 6.7 µM; 320,000 compounds, 0.18% hits;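 active = inhibition above the campaign's mean inhibition across all tested compounds plus 3 SD, cut at about 9.5% in these data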;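 note: 0% = DMSO only and 100% = 100 µM cantharidin control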
procasp7 counter – procaspase-7 activators, primary screen, counter-screen for procaspase-3 activator project, biochemical, absorbance, HTS, human; recombinant procaspase-7, Ac-DEVD-pNA absorbance 405 nm; D23A/D198A/D206A triple mutant, cannot self-cleave; scale: DMSO 0, 5 µM enzyme 100; activation, % at 8.5 µM; 330,000 compounds, 0.093% hits;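 active = percent activation above the screen-wide mean plus 3 SD, cut at about 25% in these data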
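System: Uncleavable procaspase-7 mutant enzyme; Amount: 2 µM procaspase-7 mutant as dispensed; Schedule: 1 h compound preincubation, 2 h substrate cleavage, 25 °C; Measured by: 405 nm absorbance of p-nitroaniline; Evaluation: percent activation from buffer-corrected 0–120 min absorbance change; Control set: low DMSO alone, high DMSO plus 5 µM PC-7.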
GRK2 aptamer HTS – compounds blocking aptamer binding on GRK2 – biochemical, human GRK2, bead flow cytometry, HTS, primary screen; FAM-aptamer displacement from GRK2; inhibition of aptamer binding, % at 10 µM; AID 488847, 2010; 330,000 compounds, 0.59% hits;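 active = inhibition of aptamer binding above 40%, roughly 3 SD of noise, on plates passing a quality check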;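 note: median bead fluorescence of bound FAM aptamer so fluorescent compounds give negative values; no value below 0 was filed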
procasp3 activ – activators of human procaspase-3 D3A mutant, primary screen, biochemical, absorbance, PC-3 D3A mutant, single concentration; Caspase-3 (Homo sapiens), P42574; recombinant procaspase-3 D3A, Ac-DEVD-pNA absorbance 405 nm; activation, % at 8.5 µM; 330,000 compounds, 0.11% hits; AID 463141, 2010;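 active = activation above the mean of all tested compounds plus 3 SD, cut at about 21% in these data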;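 note: 0% = DMSO alone and 100% = DMSO wells spiked with extra 5 µM PC-3 D3A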
Target sequence (P42574 whole entry D9A/D28A/D175A): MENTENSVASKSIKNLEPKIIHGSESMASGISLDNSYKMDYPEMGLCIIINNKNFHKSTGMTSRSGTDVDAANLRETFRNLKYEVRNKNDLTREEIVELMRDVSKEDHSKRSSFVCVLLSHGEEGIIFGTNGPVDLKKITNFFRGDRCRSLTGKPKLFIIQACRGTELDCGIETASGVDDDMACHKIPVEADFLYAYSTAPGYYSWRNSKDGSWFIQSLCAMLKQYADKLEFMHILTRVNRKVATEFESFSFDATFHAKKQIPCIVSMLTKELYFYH
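Assay system: Procaspase-3 D3A mutant, all three cleavage aspartates alanine. Buffer or medium: Zinc-free HEPES saline buffer with Triton X-100. Times: 1 h compound preincubation, 2 h substrate hydrolysis at 25 °C. Measured by: 405 nm absorbance of p-nitroaniline, reads at 0 and 120 min. Read-out basis: percent activation relative to control range. Replicates: singlicate.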
HCV core dimer – inhibitors of HCV core protein dimerization, primary screen, biochemical, TR-FRET, high-throughput | TR-FRET GST/Flag-core106 dimerization, 1536-well | inhibition, % at 5 µM | 300,000 compounds, 0.33% hits | AID 1899, 2009;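 active = inhibition above the mean of all tested compounds plus 3 SD, set per screening campaign, cut at about 45% in these data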
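Assay system: tagged HCV core106 pair (GST and Flag); medium: KF-containing HEPES buffer, pH 7.45, DTT, CHAPS, BSA; also added: Eu donor and XL665 acceptor anti-tag antibodies; dosing: 5 µM single dose; timing: compound-protein-antibody incubation 4 h at 22.5 °C; signal: TR-FRET 671 and 617 nm emission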
VLA-4 inh – inhibition in human VLA-4 binding assay, primary screen, VLA-4 allosteric modulator project, MLPCN library, flow cytometry, VLA-4 expressing cells; ligand binding flow cytometry; AID 2557, 2010; Integrin alpha-4 (Homo sapiens), P13612; inhibition, % (about 7 µM as worked out from the volumes in the protocol); 330,000 compounds, 0.2% hits; in the data active = inhibition above about 50%
JMJD2C inh – inhibitors of GASC-1 histone demethylase, primary screen, biochemical, fluorescence, DELFIA europium; Lysine-specific demethylase 4C (Homo sapiens), Q9H3R0; GST-JMJD2C(1-420) H3K9me3 demethylation; inhibition, % at 2.35 µM; 330,000 compounds, 0.069% hits;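 active = more than half of a compound's replicate wells show inhibition beyond 50%, single wells judged on their own value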;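 note: signal counts dimethyl H3K9 product captured on neutravidin plate; 0% = median of DMSO wells and 100% = 0.3 times that DMSO median; strong numbers were not always called active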
Target sequence (Q9H3R0 1-420 limits assumed): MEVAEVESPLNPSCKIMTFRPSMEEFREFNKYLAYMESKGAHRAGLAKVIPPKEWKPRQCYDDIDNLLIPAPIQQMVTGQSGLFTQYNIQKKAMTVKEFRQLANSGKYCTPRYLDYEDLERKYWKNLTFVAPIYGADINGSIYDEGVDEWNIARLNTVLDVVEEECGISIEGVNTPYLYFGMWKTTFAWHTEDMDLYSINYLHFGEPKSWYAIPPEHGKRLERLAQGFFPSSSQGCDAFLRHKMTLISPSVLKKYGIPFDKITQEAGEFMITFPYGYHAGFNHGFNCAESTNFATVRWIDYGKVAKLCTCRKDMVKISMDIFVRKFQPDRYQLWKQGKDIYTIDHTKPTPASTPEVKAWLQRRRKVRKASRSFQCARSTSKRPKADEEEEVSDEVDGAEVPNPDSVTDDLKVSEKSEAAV
Fh CTSL1 inh – Fasciola hepatica cathepsin L1 inhibitors, primary screen, counter-screen for PFM18AAP inhibitor project, biochemical, QFRET, fluorogenic peptide substrate; inhibition, % at 5.96 µM; 300,000 compounds, 0.49% hits; recombinant F. hepatica cathepsin L1, Z-Leu-Arg-MCA fluorescence; AID 1906, 2009;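 active = inhibition above the mean of all tested compounds plus 3 SD, set per screening campaign, cut at about 17% in these data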;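 note: 0% = plate median of test compound wells and 100% = 1 µM Z-Phe-Ala-diazomethylketone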
PP1 counter – PP1-alpha phosphatase inhibitors, primary screen, counter-screen for PP5 inhibitor project, biochemical, fluorescence, OMFP substrate, single point; Serine/threonine-protein phosphatase PP1-alpha catalytic subunit (Homo sapiens), P62136; purified PP1alpha; inhibition, % at 6.7 µM; 320,000 compounds, 0.9% hits; AID 2235, 2010;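 active = inhibition above the mean inhibition of all tested compounds plus 3 SD, computed separately for each screening campaign, cut at about 15% in these data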
Target sequence (P62136 whole entry, looked up): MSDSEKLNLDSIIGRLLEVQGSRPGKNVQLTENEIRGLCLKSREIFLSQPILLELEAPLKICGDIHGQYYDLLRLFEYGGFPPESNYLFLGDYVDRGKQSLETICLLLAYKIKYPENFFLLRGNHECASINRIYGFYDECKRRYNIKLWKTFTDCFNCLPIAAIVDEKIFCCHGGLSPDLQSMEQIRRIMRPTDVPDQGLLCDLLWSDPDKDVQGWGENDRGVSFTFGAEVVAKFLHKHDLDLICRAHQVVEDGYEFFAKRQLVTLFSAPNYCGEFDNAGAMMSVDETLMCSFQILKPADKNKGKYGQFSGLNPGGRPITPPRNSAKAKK
Active calls of the source: *; & = joins results of further samples. Rows were taken by chance; any-hit rate near 2.6%.

Screening O=C(NC(=S)NC1CCCc2ccccc21)c1ccc(F)cc1 (configuration not stated) returned PP5 inh 2.9, procasp7 counter 4, GRK2 aptamer HTS 0, procasp3 activ -2, HCV core dimer -2, VLA-4 inh -2, JMJD2C inh -5, Fh CTSL1 inh 0 and PP1 counter 1.
Screening Cn1c(=O)c2c(ncn2CC(=O)N2CCN(c3ccccc3)CC2)n(C)c1=O returned PP5 inh 1.1, procasp7 counter 3, GRK2 aptamer HTS 1, procasp3 activ 6, HCV core dimer 2, VLA-4 inh 10, JMJD2C inh -17, Fh CTSL1 inh -1 and PP1 counter -6.
Screening COc1ccc2c3c(c(=O)oc2c1OCC(=O)O)CCCC3 returned PP5 inh -0.5, procasp7 counter 6, GRK2 aptamer HTS 2, procasp3 activ -6, HCV core dimer -1, VLA-4 inh 5, JMJD2C inh 6, Fh CTSL1 inh 2 and PP1 counter -1.
`Cc1ccc(/C=C2\SC(N3CCN(C(c4ccccc4)c4ccccc4)CC3)=NC2=O)o1` gave PP5 inh 1.8, procasp7 counter -8, GRK2 aptamer HTS 0, procasp3 activ -8, HCV core dimer 60*, VLA-4 inh 8, JMJD2C inh 14, Fh CTSL1 inh 0 and PP1 counter 17*.
`CCCOc1ccc(C(=O)N(Cc2cccs2)C2CCS(=O)(=O)C2)cc1` (configuration not stated) gave PP5 inh 0.2, procasp7 counter 8, GRK2 aptamer HTS 0, procasp3 activ -9, HCV core dimer 9, VLA-4 inh -13, JMJD2C inh -6, Fh CTSL1 inh -1 and PP1 counter -7.
`N#CC1(NC(=O)Cn2cc(C(F)(F)F)cc(Cl)c2=O)CCCCC1` gave PP5 inh 2.3, procasp7 counter -2, GRK2 aptamer HTS 3, procasp3 activ 10, HCV core dimer -7, VLA-4 inh -1, JMJD2C inh -19, Fh CTSL1 inh -1 and PP1 counter 2.
Screening CCCCn1c(N)c(N(CCC(C)C)C(=O)CSc2nnc(C)s2)c(=O)[nH]c1=O returned PP5 inh -0.4, procasp7 counter -11, GRK2 aptamer HTS 0, procasp3 activ 7, HCV core dimer -3, VLA-4 inh 3, JMJD2C inh inactive, Fh CTSL1 inh 2 and PP1 counter 1.
For O=C(CNCC1CCCO1)Nc1ccccc1N1CCOCC1 (configuration not stated) the results were PP5 inh 0.4, procasp7 counter -12, GRK2 aptamer HTS 5, procasp3 activ -2, HCV core dimer -4, VLA-4 inh -5, JMJD2C inh 21, Fh CTSL1 inh 1 and PP1 counter -2.
For CCOc1ccccc1N(C(=O)CNC(=O)c1ccco1)C(C(=O)NC1CCCC1)c1cccnc1 (configuration not stated) the results were PP5 inh -1.5, procasp7 counter 9, GRK2 aptamer HTS 0, procasp3 activ -1, HCV core dimer 0, VLA-4 inh -3, JMJD2C inh -38&-1, Fh CTSL1 inh -3 and PP1 counter -2.
Screening Cc1cc2c(cc1C)[n+](C)cn2CC(O)COCC1CC=CCC1 (configuration not stated) returned PP5 inh -0.5, procasp7 counter 4, GRK2 aptamer HTS 0, procasp3 activ 7, HCV core dimer 11, VLA-4 inh 5, JMJD2C inh -12, Fh CTSL1 inh 0 and PP1 counter -4.
Cn1c(-c2ccc(F)cc2)cnc1NCc1cccc(F)c1 was read as PP5 inh 2.9, procasp7 counter -7, GRK2 aptamer HTS 1, procasp3 activ 2, HCV core dimer -10, VLA-4 inh -15, JMJD2C inh -34, Fh CTSL1 inh 6 and PP1 counter -5.
Screening CC(=O)Nc1ccc(NC(=O)C(C)OC(=O)c2ccc(-n3cnnn3)cc2)cc1 (configuration not stated) returned PP5 inh -1.1, procasp7 counter -1, GRK2 aptamer HTS 2, procasp3 activ -4, HCV core dimer -1, VLA-4 inh -4, JMJD2C inh 1, Fh CTSL1 inh -4 and PP1 counter -2.
`C/C=C/c1ccc(OCCCn2cncn2)c(OC)c1` gave PP5 inh 3.1, procasp7 counter -1, GRK2 aptamer HTS 0, procasp3 activ 1, HCV core dimer 3, VLA-4 inh 2, JMJD2C inh 7, Fh CTSL1 inh 6 and PP1 counter -1.
NNC(=O)C1CC(O)CN1S(=O)(=O)c1ccc(Cl)cc1 (configuration not stated) was read as PP5 inh -2.9, procasp7 counter 2, GRK2 aptamer HTS 1, procasp3 activ -2, HCV core dimer -1, VLA-4 inh 0, JMJD2C inh 2, Fh CTSL1 inh 3 and PP1 counter 0.
For CC(=O)c1ccc(Nc2nc(N3CCOCC3)nc(N3CCOCC3)n2)cc1 the results were PP5 inh 2.0, procasp7 counter -3, GRK2 aptamer HTS 0, procasp3 activ 8, HCV core dimer 1, VLA-4 inh 5, JMJD2C inh 0, Fh CTSL1 inh 2 and PP1 counter -1.
c1ccc(COc2ccc(OCCCCN3CCCC3)cc2)cc1 was read as PP5 inh 0.5, procasp7 counter 2, GRK2 aptamer HTS 0, procasp3 activ -8, HCV core dimer -7, VLA-4 inh 12, JMJD2C inh 1, Fh CTSL1 inh 3 and PP1 counter 1.
CCOCN(C(=O)Cn1cnc2ccccc21)c1c(C)cccc1CC was read as PP5 inh 1.1, procasp7 counter 5, GRK2 aptamer HTS 3, procasp3 activ 3, HCV core dimer -5, VLA-4 inh -2, JMJD2C inh 20, Fh CTSL1 inh -3 and PP1 counter 2.
`O=C(C1CCN(S(=O)(=O)c2cccc3cccnc23)CC1)N1CCCCC1` gave PP5 inh -1.4, procasp7 counter -1, GRK2 aptamer HTS 1, procasp3 activ 1, HCV core dimer 3, VLA-4 inh 11, JMJD2C inh -1, Fh CTSL1 inh -4 and PP1 counter 0.
Screening CN(CC(=O)Nc1ccc(Cl)cc1)C(=O)CCc1nc2sc3c(c2c(=O)[nH]1)CCCC3 returned PP5 inh -2.5, procasp7 counter 9, GRK2 aptamer HTS 34, procasp3 activ -5, HCV core dimer 22, VLA-4 inh 1, JMJD2C inh -6, Fh CTSL1 inh 1 and PP1 counter -1.
Screening CCOCCCNC(=O)Cc1ccc(OC)c(OC)c1 returned PP5 inh 1.7, procasp7 counter -9, GRK2 aptamer HTS 0, procasp3 activ -4, HCV core dimer -7, VLA-4 inh 10, JMJD2C inh 3, Fh CTSL1 inh -4 and PP1 counter -6.
Screening COc1ccc(NC(=O)C2CCN(c3cc(-c4ccccc4)nc4ncnn34)CC2)cc1OC returned PP5 inh 3.4, procasp7 counter -8, GRK2 aptamer HTS 4, procasp3 activ -2, HCV core dimer 4, VLA-4 inh -1, Fh CTSL1 inh -1 and PP1 counter 1.
For Cc1cc(C)c(NC(=O)CSc2nnc(-c3ccccn3)n2N)c(Cl)c1 the results were PP5 inh -0.9, procasp7 counter 3, GRK2 aptamer HTS 0, procasp3 activ -2, HCV core dimer 2, VLA-4 inh 5, JMJD2C inh 5, Fh CTSL1 inh -4 and PP1 counter -5.
`Cc1ccc2c(c1)nnn2C1CCN(S(=O)(=O)c2ccc(C(=O)N(C)C)cc2)CC1` gave PP5 inh -1.2, procasp7 counter 6, GRK2 aptamer HTS 2, procasp3 activ 6, HCV core dimer 3, VLA-4 inh 2, JMJD2C inh 3, Fh CTSL1 inh -1 and PP1 counter 4.
Screening O=C(NCC1CCCO1)c1cc2ccccc2oc1=O (configuration not stated) returned PP5 inh 3.6, procasp7 counter 1, GRK2 aptamer HTS 0, procasp3 activ -1, HCV core dimer -18, VLA-4 inh 10, JMJD2C inh -20, Fh CTSL1 inh -4 and PP1 counter -3.
`CCc1cc2cc(C)cc(C)c2nc1Cl` gave PP5 inh 0.9, procasp7 counter 5, GRK2 aptamer HTS 2, procasp3 activ -10, HCV core dimer 0, VLA-4 inh 1, JMJD2C inh 0, Fh CTSL1 inh -1 and PP1 counter 1.
Screening CCC(=O)NC(=S)Nc1cccc(NC(=O)c2ccccc2C)c1 returned PP5 inh 3.7, procasp7 counter -4, GRK2 aptamer HTS 0, procasp3 activ 4, HCV core dimer 1, VLA-4 inh 5, JMJD2C inh 3, Fh CTSL1 inh -1 and PP1 counter 2.
For CSCCC(NC(=O)COc1ccccc1)C(=O)OCC(=O)c1cc2ccccc2o1 (configuration not stated) the results were PP5 inh -0.4, procasp7 counter -3, GRK2 aptamer HTS 1, procasp3 activ 2, HCV core dimer 9, VLA-4 inh 4, JMJD2C inh -2, Fh CTSL1 inh -19 and PP1 counter 0.
Screening O=c1cc(-c2ccccc2F)nc(-c2ccccc2F)o1 returned PP5 inh 4.0, procasp7 counter 1, GRK2 aptamer HTS 19, procasp3 activ -5, HCV core dimer 0, VLA-4 inh 31, JMJD2C inh -10, Fh CTSL1 inh -5 and PP1 counter 2.
Cc1ccc(CNC(=O)c2cc(-c3ccccc3)n(Cc3cc(C)no3)n2)cc1 was read as PP5 inh 2.8, procasp7 counter 4, GRK2 aptamer HTS 3, procasp3 activ -1, HCV core dimer 10, VLA-4 inh 2, JMJD2C inh -1, Fh CTSL1 inh 1 and PP1 counter 3.
COc1cc(NC(=O)c2nccnc2N)cc(C(=O)Nc2cccc(C(F)(F)F)c2)c1 was read as PP5 inh 6.0, procasp7 counter 13, GRK2 aptamer HTS 1, procasp3 activ -29, HCV core dimer 7, VLA-4 inh 6, JMJD2C inh 2, Fh CTSL1 inh 7 and PP1 counter 4.
Screening CCN(CC)S(=O)(=O)c1ccc(/C=C/C(=O)Nc2cccc(F)c2)cc1 returned PP5 inh 3.8, procasp7 counter 4, GRK2 aptamer HTS 0, procasp3 activ -4, HCV core dimer 3, VLA-4 inh 1, JMJD2C inh 1, Fh CTSL1 inh -2 and PP1 counter -2.
`CC(C)Sc1nc2c(c(=O)[nH]1)C(c1cccs1)C1=C(CC(C)(C)CC1=O)N2` (configuration not stated) gave PP5 inh 0.7, procasp7 counter 1, GRK2 aptamer HTS 0, procasp3 activ -7, HCV core dimer 9, VLA-4 inh 0, JMJD2C inh -2, Fh CTSL1 inh 3 and PP1 counter 0.
For CC(C)(C)c1ccc(OCC(=O)NNC(=S)NC(=O)c2ccccc2[N+](=O)[O-])c(Br)c1 the results were PP5 inh 5.2, procasp7 counter -11, GRK2 aptamer HTS 0, procasp3 activ 5, HCV core dimer 9, VLA-4 inh -3, JMJD2C inh -14, Fh CTSL1 inh -1 and PP1 counter 3.

From PubChem BioAssay
